N370S GC mod = qHTS Assay for Inhibitors and Activators of N370S glucocerebrosidase as a Potential Chaperone Treatment of Gaucher Disease; Lysosomal acid glucosylceramidase (Homo sapiens), P04062; N370S GC spleen homogenate, 4MU-glucoside fluorescence; Potency, µM (titrated, usually from 59.4 µM), for the others: at the highest dose activity change, negative = inhibition, most hits filed as inhibitors; 330,000 tested, 0.092% active; AID 2101, 2009;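 also: 0% = full enzyme activity and -100% = no enzyme basal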
FEN1 inhibitor = qHTS Assay for the Inhibitors of Human Flap endonuclease 1 (FEN1). P39748. Recombinant FEN1 flap cleavage, fluorescence, 15 min. Potency, µM (top dose mostly 114 µM), for the others: top-dose activity change, negative = inhibition, most hits filed as inhibitors. 390,000 tested, 0.35% active. AID 588795, 2011; also: nearly all actives have a fitted effect of over 65% in size
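Concentration–response screening of FEN1 (10 nM): 15 min compound preincubation at room temperature, reaction started with 50 nM substrate and read at 0 and 15 min. Corrected, normalized data were fitted by a four-parameter Hill equation.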
KAT2A inh = qHTS Assay for Inhibitors of GCN5L2; Potency, µM (series often up to 58.9 µM), for inactives: at the highest dose activity change, negative = inhibition, usual class: inhibitors; 390,000 tested, 0.21% active; AID 504327, 2011; GCN5L2 HAT assay, ThioGlo1 CoA-SH fluorescence; Histone acetyltransferase KAT2A (Homo sapiens), Q92830
Target sequence (Q92830 whole entry, looked up): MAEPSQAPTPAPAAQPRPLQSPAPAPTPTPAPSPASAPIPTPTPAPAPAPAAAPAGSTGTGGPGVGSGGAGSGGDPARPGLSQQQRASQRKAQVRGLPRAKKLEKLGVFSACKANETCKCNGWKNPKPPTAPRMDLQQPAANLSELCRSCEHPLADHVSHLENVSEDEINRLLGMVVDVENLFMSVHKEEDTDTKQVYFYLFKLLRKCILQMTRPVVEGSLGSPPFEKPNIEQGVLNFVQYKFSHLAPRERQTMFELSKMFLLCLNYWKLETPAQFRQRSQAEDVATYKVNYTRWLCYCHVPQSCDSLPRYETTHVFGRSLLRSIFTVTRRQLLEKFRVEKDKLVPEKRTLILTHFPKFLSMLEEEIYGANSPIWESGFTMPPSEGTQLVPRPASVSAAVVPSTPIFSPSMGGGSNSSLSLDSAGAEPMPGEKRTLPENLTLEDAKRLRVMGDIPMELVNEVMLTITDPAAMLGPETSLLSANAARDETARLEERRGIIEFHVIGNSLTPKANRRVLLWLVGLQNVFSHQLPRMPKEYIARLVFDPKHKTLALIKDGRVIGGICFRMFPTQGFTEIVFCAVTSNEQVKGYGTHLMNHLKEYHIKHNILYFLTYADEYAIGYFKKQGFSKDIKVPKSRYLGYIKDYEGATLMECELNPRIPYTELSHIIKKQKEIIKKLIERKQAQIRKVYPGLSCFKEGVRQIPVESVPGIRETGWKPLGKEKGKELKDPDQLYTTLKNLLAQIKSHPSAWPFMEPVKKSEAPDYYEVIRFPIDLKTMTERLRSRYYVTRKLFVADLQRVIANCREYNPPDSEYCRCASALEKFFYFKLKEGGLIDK
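Preincubate 20nM GCN5L2 with compound 15 min, RT → add 50uM ThioGlo1 + 75uM H3(1-25) + 70uM acetyl-CoA → read fluorescence 0 and 20 min. Primary qHTS; fluorescent artifacts likely.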
Starred values were filed as active, the others as inactive; u = inconclusive; x = no result given; & = joins results of further samples; [ ] = remark or other dose. Calls follow the shape of the dose curve; as a rule, active = well fitted curve in the direction sought with a large enough effect; inconclusive = small, poorly fitted or top-dose-only effect, or another doubt; inactive = no such curve, though single readings can be large; an effect the other way counts as inactive or inconclusive. Unless noted, % is scaled to controls: 0 for no effect and ±100 for the full control effect; potency is read from the fitted curve at half-maximal effect. An excerpt; count on the stated rates, not on these rows.

Molecule,KAT2A inh,FEN1 inhibitor,N370S GC mod
c1cc2ccc3cccc4ccc(c1)c2c34,x,x,-2%
CC/C(=C(\c1ccccc1)c1ccc(OCCN(C)C)cc1)c1ccc(O)cc1,x,x,u
Nc1ccc([N+](=O)[O-])cc1N,x,x,-9%
O=[N+]([O-])c1ccccc1-c1ccccc1,x,x,-21%
Nn1cnnc1,x,x,-4%
N#C/C(=C\c1ccc(O)c(O)c1)C(N)=S,x,x,u
O=[N+]([O-])c1c(Cl)c(Cl)cc(Cl)c1Cl,x,x,-4%
CN1CCc2nc(CO)c(CO)cc2C1,x,x,7%[12.8 µM]
CN1[C@@H]2CC[C@H]1CC(OC(=O)c1cc(Cl)cc(Cl)c1)C2 (stereo partly specified),x,x,-10%
CCc1cc2c(nc1CC)CCN(CC/C(C)=N/OC)C2,x,x,0%[12.8 µM]
Cc1coc2c1CCC(C)C2 (stereo unspecified),x,x,8%
CC(=O)OC[C@]12C[C@H](OC(=O)CC(C)C)C(C)=C[C@H]1O[C@H]1[C@H](O)[C@@H](OC(C)=O)[C@@]2(C)[C@]12CO2,x,x,-3%
c1ccc(C2CO2)cc1 (stereo unspecified),x,x,-1%
CC[C@]1(O)C(=O)OCc2c1cc1n(c2=O)Cc2cc3ccccc3nc2-1,x,x,u
O=c1cccc2n1CC1CC2CN2CCCC[C@H]12 (stereo partly specified),x,x,-6%
[O-][Cl+2]([O-])O,x,x,-7%
COC(=O)Nc1cccc(OC(=O)Nc2cccc(C)c2)c1,x,x,4%
CC(=O)[O-].CC(=O)[O-].O.O.O.[Pb+2],x,x,9%&-9%
Cl/C=C\Cl,x,x,5%
CCN1C[C@]2(C)CC[C@H](O)[C@@]34[C@@H]5C[C@@H]6[C@@H](OC)C[C@@](O)(C5[C@H]6O)[C@@H](C[C@@H]23)[C@@H]14,x,x,6%
O=[N+]([O-])c1cc(Cl)c(Cl)c(Cl)c1,x,x,-8%
Clc1ccc(C(Cl)(Cl)Cl)cc1Cl,x,x,17%
Nc1cccc2ccccc12,x,x,-4%
CCCCCc1cc(O)cc(O)c1,x,x,-5%
CC(C)(OOC(C)(C)c1ccccc1)c1ccccc1,x,x,-7%
CC(=O)O[C@@H]1C[C@@]2(C)C(c3ccoc3)C[C@H]3O[C@]32[C@]2(C)C(=O)C(O)=C3C(C)(C)C(=O)C=C[C@]3(C)C12 (stereo partly specified),x,x,0%
c1ccc2c(c1)CCNC2,x,x,0%
c1cc2c(cc1[C@H]1OC[C@@H]3[C@H]1CO[C@H]3c1ccc3c(c1)OCO3)OCO2,x,x,-6%
O=C(Cc1ccc(Cl)c(Cl)c1)N1CCCC[C@H]1CN1CCCC1,x,x,-7%
CC(C)(c1ccccc1)c1ccc(O)cc1,x,x,6%
COc1c(C(C)(C)C)cc([N+](=O)[O-])c(C)c1[N+](=O)[O-],x,x,8%
C=CC#N,x,x,5%
CN1C2CCC1CC(C(=O)OC(CO)c1ccccc1)C2 (stereo unspecified),x,x,-10%
O=C(O)[C@@H]1Cc2[nH]cnc2C(c2cccnc2)N1 (stereo partly specified),x,x,-6%
COC(=O)c1ccccc1N,x,x,7%
Nc1ccccc1-c1ccccc1,x,x,-3%
COC(=O)C1=CO[C@@H](C)[C@@H]2CN3CCc4c([nH]c5cc(OC)ccc45)[C@@H]3C[C@H]12,x,x,1%
CCN1C[C@]2(C)CC[C@H](OC)[C@@]34[C@H]1C1(OCO[C@@]15C[C@H](OC)C1C[C@]3(O)C5[C@H]1OC)[C@@H](O)[C@H]24,x,x,-4%
COC(=O)[C@@H]1C[C@@]2(O)[C@@H](O)[C@@H](O)[C@@H](O)C[C@H]2N1Cc1cccnc1,x,x,-11%
CC(Cl)Cl,x,x,0%
C=COC(C)=O,x,x,0%
ClCCCCl,x,x,1%
c1ccc2cc3c(cc2c1)-c1cccc2cccc-3c12,x,x,u
CC(C)Br,x,x,8%
ClC=CCl,x,x,11%
O=C(Cl)c1ccccc1F,x,x,9%
Nc1cccc(Cl)c1,x,x,-6%
CN(C)c1ccc(N(C)C)cc1,x,x,-4%
C/C=C1/CN2CC[C@]34C(=C(C=O)[C@@H]1C[C@H]23)Nc1c(O)cccc14,x,x,-6%
CCSC(=O)Cl,x,x,-8%
O=c1oc2ccccc2c(O)c1C(c1ccccc1O)c1c(O)c2ccccc2oc1=O,x,x,u
CCN1C[C@@]2(COC)C3[C@@H](OC)C4[C@@H]1[C@@]3(C1C[C@@]3(O)[C@H](OC(=O)c5ccccc5)C1[C@]4(OC(C)=O)[C@@H](O)[C@@H]3OC)[C@@H](OC)C[C@H]2O (stereo partly specified),x,x,-2%
N#CC(Cl)Cl,x,x,6%
CN(C)c1ccccc1,x,x,-13%
O=C(O)CNCP(=O)(O)O,x,x,-4%
COc1ccc(-n2nc(C(F)(F)F)cc2-c2ccc(Cl)cc2)cc1,x,x,12%&14%
O=[N+]([O-])c1ccc2c3c(cccc13)CC2,x,x,3%
Cc1cccc(N)c1C,x,x,2%
O=C1C2CCN(CC2)C1(CO)CO,x,x,-17%&-12%&-1%&-10%
C=CCOC(C)=O,x,x,9%

(more compounds)
Molecule,KAT2A inh,FEN1 inhibitor,N370S GC mod
CC/C=C\C/C=C\C/C=C\C/C=C\C/C=C\CCCC(=O)NCC(=O)O,x,x,-11%
O=c1cccc2n1CC1CC2CN(CCO)C1 (stereo unspecified),x,x,-3%
COC(=O)N1CCN(C(=O)Cc2ccc(Cl)c(Cl)c2)[C@H](CN2CCCC2)C1,x,x,-7%
CN(C)C(=O)Nc1cccc(C(F)(F)F)c1,x,x,1%
Cc1nnc2n1-c1ccc(Cl)cc1C(c1ccccc1Cl)=NC2,-17%,x,x
F[Si-2](F)(F)(F)(F)F,u,x,x
CCCCCCC(=O)O[C@H]1CC[C@H]2[C@@H]3CCC4CC(=O)C=C(C)[C@]4(C)[C@H]3CC[C@]12C (stereo partly specified),1%,x,x
C[N+]1(C)C2CC[C@H]1CC(OC(=O)[C@@H](CO)c1ccccc1)C2 (stereo partly specified),7%,x,x
Cn1c(CCCC(=O)O)nc2cc(N(CCCl)CCCl)ccc21,u,x,x
C[C@]12CCC3C(CC[C@H]4C[C@@H](O)CC[C@]34C)C1C[C@@H](Br)[C@H]2O (stereo partly specified),3%,x,x
CN1CCC(O)(c2ccc(F)cc2)C(C(=O)c2ccc(F)cc2)C1 (stereo unspecified),-8%,x,x
CCCCCc1cc(O)c2c(c1)OC(C)(C)C1CC=C(C)CC21 (stereo unspecified),-15%,x,x
CO[C@H]1[C@@H](O)CC(OC2[C@@H](O)CC(OC3[C@@H](O)C[C@H](OC4CC[C@@]5(C)C(CCC6C5CC(O)[C@]5(C)[C@H](C7=CC(=O)OC7)CCC65O)C4)O[C@@H]3C)O[C@@H]2C)O[C@@H]1C (stereo partly specified),2%,x,x
CN1C(=O)C(Cc2ccc3c(c2)OCO3)C(=O)N(C)C1=O,1%,x,x
CCCCNCC(O)c1ccc(O)cc1 (stereo unspecified),-22%,x,x
Oc1cc[c]([Hg][Cl])cc1,0.14µM*,x,x
CCOP(=O)(OCC)O/C(=C/Cl)c1ccc(Cl)cc1Cl,-10%,x,x
CCCC1CCCCN1 (stereo unspecified),-5%,x,x
N#CC1(N2CCCCC2)CCCCC1,-7%,x,x
CCOc1ccc2c3c1O[C@H]1[C@@H](O)C=C[C@H]4[C@@H](C2)N(C)CC[C@@]341,3%,x,x
O=c1[nH]cc(N(CCCl)CCCl)c(=O)[nH]1,-12%,x,x
C[C@]12CCC(=O)C(O)=C1CC[C@@H]1[C@H]3CCC(=O)[C@@]3(C)CC[C@@H]12,-4%,x,x
CC(C)(N)Cc1ccc(Cl)cc1,-12%,x,x
O=C(CCl)c1ccc(Oc2ccc(C(=O)CCl)cc2)cc1,u,x,x
CC(C)=CC1C(C(=O)OCN2C(=O)C3=C(CCCC3)C2=O)C1(C)C (stereo unspecified),2%,x,x
CCCC(=O)OC(C(Cl)(Cl)Cl)P(=O)(OC)OC (stereo unspecified),-7%,x,x
CC[C@]1(O)CC[C@H]2[C@@H]3CCC4=CCCC[C@@H]4[C@H]3CC[C@@]21C,-5%,x,x
COCC(=O)N(c1c(C)cccc1C)C(C)C(=O)OC (stereo unspecified),-7%,x,x
COP(=S)(OC)Oc1ccc(S(=O)(=O)N(C)C)cc1,-8%,x,x
Clc1ccc(C2(Cn3cncn3)OCCO2)c(Cl)c1,-2%,x,x
CC12CCC3C4CCC(=O)C(O)=C4CCC3C1CCC2OC(=O)CCC1CCCC1 (stereo unspecified),2%,x,x
O=C1CCCCC1CN1CCCCC1 (stereo unspecified),-1%,x,x
C[N+](C)(C)CC1CCCC(C[N+](C)(C)C)C1=O (stereo unspecified),x,0%,x
CC1CCOC(=O)C=CC=CC(=O)OC2CC3OC4C5OC5(C)C(O)CC4(COC(=O)C1O)C2(C)C31CO1 (stereo unspecified),x,6%,x
CC12CCC3C(CCC4(O)CC(O)CCC34C=O)C1(O)CCC2C1=CC(=O)OC1 (stereo unspecified),x,6%,x
O=C1NC(=O)C2(CCN(c3ccccc3)CC2)C(=O)N1,x,6%,x
COc1cc2c(cc1OC)C1C(=O)c3ccc4c(c3OC1CO2)CC(C(C)C)O4 (stereo unspecified),x,-10%,x
NP(=O)(Nc1ccccc1)Nc1ccccc1,x,-1%,x
CC(=O)C1CCC2C3CCC4CC(O)CCC4(C)C3C(=O)CC12C (stereo unspecified),x,-4%,x
O=[N+]([O-])/C=C/c1c(Cl)cccc1Cl,x,-5%,x
CCCC(C)CC1(CCO)C(=O)NC(=S)NC1=O (stereo unspecified),x,-10%,x
CC12C=CC(=O)C=C1CCC1C2C(O)CC2(C)C1CCC2(C)O (stereo unspecified),x,2%,x
COC(=O)C1=C(c2cc3ccccc3o2)C[C@@H]2CC[C@H]1N2C(=O)NCc1ccco1,x,7%,x
CN1C(=O)C(c2ccccc2)C(=O)N(C)C1=O,x,-10%,x
CC(=O)O[C@@H]1/C=C/[C@](C)(O)C[C@@H](C)C/C=C/[C@H]2[C@H](O)[C@@](C)(O)[C@@H](C)[C@H]3[C@H](Cc4ccccc4)NC(=O)[C@@]312,x,1%,x
CC1C(=O)OC2CCN3CC=C(COC(=O)C(C)(O)C1(C)O)C23 (stereo unspecified),x,18%,x
O=C(O)c1cc[c]([Sb](=[O])([OH])[OH])cc1[N+](=O)[O-],x,1.4µM*,x

Rewritten as labelled records: 2 of the compounds above.
> CC(=O)C1CCC2C3CCC4CC(O)CCC4(C)C3C(=O)CC12C (stereo unspecified)
  KAT2A inh: x | FEN1 inhibitor: -4% | N370S GC mod: x

> C[N+](C)(C)CC1CCCC(C[N+](C)(C)C)C1=O (stereo unspecified)
  KAT2A inh: x | FEN1 inhibitor: 0% | N370S GC mod: x

Grouped by structure: the entries above with nitrogen in an aromatic ring (14)
Molecule,KAT2A inh,FEN1 inhibitor,N370S GC mod
Nn1cnnc1,x,x,-4%
CN1CCc2nc(CO)c(CO)cc2C1,x,x,7%[12.8 µM]
CCc1cc2c(nc1CC)CCN(CC/C(C)=N/OC)C2,x,x,0%[12.8 µM]
CC[C@]1(O)C(=O)OCc2c1cc1n(c2=O)Cc2cc3ccccc3nc2-1,x,x,u
O=c1cccc2n1CC1CC2CN2CCCC[C@H]12 (stereo partly specified),x,x,-6%
O=C(O)[C@@H]1Cc2[nH]cnc2C(c2cccnc2)N1 (stereo partly specified),x,x,-6%
COC(=O)C1=CO[C@@H](C)[C@@H]2CN3CCc4c([nH]c5cc(OC)ccc45)[C@@H]3C[C@H]12,x,x,1%
COC(=O)[C@@H]1C[C@@]2(O)[C@@H](O)[C@@H](O)[C@@H](O)C[C@H]2N1Cc1cccnc1,x,x,-11%
COc1ccc(-n2nc(C(F)(F)F)cc2-c2ccc(Cl)cc2)cc1,x,x,12%&14%
O=c1cccc2n1CC1CC2CN(CCO)C1 (stereo unspecified),x,x,-3%
Cc1nnc2n1-c1ccc(Cl)cc1C(c1ccccc1Cl)=NC2,-17%,x,x
Cn1c(CCCC(=O)O)nc2cc(N(CCCl)CCCl)ccc21,u,x,x
O=c1[nH]cc(N(CCCl)CCCl)c(=O)[nH]1,-12%,x,x
Clc1ccc(C2(Cn3cncn3)OCCO2)c(Cl)c1,-2%,x,x
